FEN1 inhibitor – qHTS Assay for the Inhibitors of Human Flap endonuclease 1 (FEN1); P39748; Recombinant FEN1 flap cleavage, fluorescence, 15 min; Potency, µM (titrated, usually from 114 µM), for the others: at the highest dose activity change, negative = inhibition, hits mostly inhibitors; 390,000 compounds, 0.35% hits; active = well fitted inhibition curve with a large enough effect; inconclusive = small, poorly fitted or top-dose-only effect; inactive = no such curve, though single readings can be large or run the other way; also: nearly all actives have a fitted effect of over 65% in size
Target sequence (P39748 whole entry, looked up): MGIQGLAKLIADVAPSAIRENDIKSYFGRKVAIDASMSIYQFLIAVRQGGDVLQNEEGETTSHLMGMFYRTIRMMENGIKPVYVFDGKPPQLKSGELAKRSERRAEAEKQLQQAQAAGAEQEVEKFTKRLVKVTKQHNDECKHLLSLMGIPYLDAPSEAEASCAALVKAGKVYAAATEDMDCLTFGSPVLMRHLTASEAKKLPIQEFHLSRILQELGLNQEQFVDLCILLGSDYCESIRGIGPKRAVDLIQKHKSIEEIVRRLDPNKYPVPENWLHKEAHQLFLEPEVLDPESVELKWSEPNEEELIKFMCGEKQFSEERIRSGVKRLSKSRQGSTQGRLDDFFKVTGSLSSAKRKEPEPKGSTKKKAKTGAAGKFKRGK
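Potency values derive from four-parameter Hill fits of normalized qHTS data. The reaction used 10 nM FEN1 preincubated 15 min at room temperature with compound, then 50 nM DNA substrate, read at 0 and 15 min.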
* hit, by the source's call; u = inconclusive; & = joins results of further samples. % is scaled to controls: 0 for no effect and ±100 for the full control effect; potency is read from the fitted curve at half-maximal effect. Not all compounds are listed; count on the stated rates, not on these rows.

(1) O=C(C[N+]12CCCc3cccc(c31)CCC2)c1ccc(Cl)c2ccccc12
  FEN1 inhibitor = 13%
(2) CN1CCN(/[N+]([O-])=N/Oc2ccc([N+](=O)[O-])cc2[N+](=O)[O-])CC1
  FEN1 inhibitor = -17%
(3) O=C(O)C1=C[C@H](C2CC2)C[C@H](OCc2ccc(CO)cc2)O1
  FEN1 inhibitor = 16%
(4) Nc1ncnc2c1ncn2COC(CO)CO
  FEN1 inhibitor = -2%
(5) CCN(CC(=O)Nc1ccccc1C(F)(F)F)C(=O)c1ccc(-n2nc(C)c(CCC(=O)OC)c2C)cc1
  FEN1 inhibitor = 2%
(6) Cc1ccc(C(=O)NCC(C)NC(=O)c2ccc(C)c(C)c2)cc1C (stereo unspecified)
  FEN1 inhibitor = 4%
(7) C[C@H](NC(=O)CCC1CCC(=O)N1)c1ccccc1 (stereo partly specified)
  FEN1 inhibitor = 3%
(8) O=C(Nc1ccc(OC(F)F)cc1)c1nc(SCc2ccccc2F)ncc1Cl
  FEN1 inhibitor = -1%
(9) CC(/C=N/NC(=O)c1nnn(-c2nonc2N)c1CN1CCCCC1)c1ccccc1 (stereo unspecified)
  FEN1 inhibitor = 11%
(10) CN(C)c1ccc(/C=C/c2ncnc3ccccc23)cc1
  FEN1 inhibitor = u
(11) O=[N+]([O-])c1cccc(COc2ccccc2CN2CCCCC2)c1
  FEN1 inhibitor = -17%
(12) COc1ccc(-c2c(-c3ccsc3)oc3ccc(N4CCOCC4)cc23)cn1
  FEN1 inhibitor = 5%
(13) C[C@]12CC[C@H](O)CC1=CCC1C2CC[C@@]2(C)C1CC[C@@H]2NC(=O)[C@@H](N)CO (stereo partly specified)
  FEN1 inhibitor = 1%
(14) O=C1CC(C(=O)O)C(c2ccccc2)c2ccccc21 (stereo unspecified)
  FEN1 inhibitor = -12%
(15) COc1ccc(OC)c2sc(NC(=O)C3COc4ccccc4O3)nc12 (stereo unspecified)
  FEN1 inhibitor = u

(16) c1nc(SSc2ncnc3nc[nH]c23)c2[nH]cnc2n1
  FEN1 inhibitor = 1%
(17) CCN(C(=O)COC(=O)CCOc1ccc(C(C)(C)C)cc1)c1c(N)n(Cc2ccccc2)c(=O)[nH]c1=O
  FEN1 inhibitor = -6%
(18) Nc1nc(-c2cccnc2)nn1C(=O)CCc1ccccc1
  FEN1 inhibitor = 5%
(19) Nc1ccc(/C=C/c2ccnc3ccccc23)cc1[N+](=O)[O-]
  FEN1 inhibitor = 6%
(20) CCN1CCC(n2nccc2NC(=O)c2ccccc2Cl)CC1
  FEN1 inhibitor = 2%
(21) CC(=O)CC(=O)NC1CCc2ccccc21 (stereo unspecified)
  FEN1 inhibitor = 3%
(22) Cc1ccc(C)c(Nc2nc(NCc3ccco3)nc3nccnc23)c1
  FEN1 inhibitor = -5%
(23) CCOC(=O)c1ccc(NC(=O)c2c(N)n(Cc3ccccc3)c(=O)[nH]c2=O)cc1
  FEN1 inhibitor = 11%
(24) CN(C)c1ccc(/C=C2/C[N+](C)(C)C/C(=C/c3ccc(N(C)C)cc3)C2=O)cc1
  FEN1 inhibitor = u
(25) Cc1ccc(NC(=O)N(O)C2CCCCC2C#N)cc1 (stereo unspecified)
  FEN1 inhibitor = 7%
(26) Nc1nc(=S)c2n[nH]nc2[nH]1
  FEN1 inhibitor = 8%&-8%
(27) CC[C@H]1C(Nc2ccccc2)C[C@@H]2CCN3C(=O)CC[C@H]1[C@H]23 (stereo partly specified)
  FEN1 inhibitor = -1%
(28) COC(C(=O)Nc1ccc(F)c(F)c1)c1ccccc1 (stereo unspecified)
  FEN1 inhibitor = 2%
(29) CN(c1ccc(/C=C/c2ccccc2)cc1)P1(=O)NCCCO1 (stereo unspecified)
  FEN1 inhibitor = -13%
(30) C=CCN1[C@@H](C(C)C)COCCS1(=O)=O
  FEN1 inhibitor = 19%

(31) COC(=O)NNC(=O)C(c1ccccc1)c1ccccc1
  FEN1 inhibitor = 13%
(32) COc1cc(C(=O)N2CCN(c3cccc(C(F)(F)F)c3)CC2)ccc1OCC(=O)N1CCOCC1
  FEN1 inhibitor = 10%
(33) O=C(c1cc(COc2ccc(-n3cncn3)cc2)on1)N1CCCC1
  FEN1 inhibitor = -6%
(34) CN(CCc1ccccc1)C(=O)c1cccc(NC(=O)Cc2cccc(NC(=O)C3CCCN(C(=O)C4CCC4)C3)c2)c1 (stereo unspecified)
  FEN1 inhibitor = -19%
(35) Cc1cc([N+](C)(C)C)cc(C)c1/C=C/c1ccnc2ccccc12
  FEN1 inhibitor = 22µM*
(36) O[C@@H]1Cc2ccccc2O[C@H]1c1ccccc1
  FEN1 inhibitor = -2%
(37) Cc1ccccc1-c1cccc([C@@H]2C[C@H]3[C@H](CON3C)CN2Cc2cc(Cl)cc(Cl)c2)c1
  FEN1 inhibitor = 13%
(38) Cc1ccc(C(=O)/C=C/Nc2ccccn2)cc1
  FEN1 inhibitor = -5%
(39) O=c1[nH]c2nc(Br)[nH]c(=O)c2[nH]1
  FEN1 inhibitor = -8%
(40) Nc1cccc2cc(S(=O)(=O)O)ccc12
  FEN1 inhibitor = 8.9µM*
(41) Cc1ccc(S(=O)(=O)NCCCNC(=O)OCc2ccccc2)cc1
  FEN1 inhibitor = -11%
(42) Cc1cn([C@H]2C[C@H](O)[C@@H](CCC(=O)NCCc3cnc[nH]3)O2)c(=O)[nH]c1=O
  FEN1 inhibitor = 7%
(43) N#Cc1nc(N2CCCCC2)nc(N(c2ccccc2)c2ccccc2)n1
  FEN1 inhibitor = -4%
(44) CN1CCc2[nH]c3ccc(Cl)cc3c2C1
  FEN1 inhibitor = 17%
(45) CC1=CC(=O)Nc2ccccc2S1
  FEN1 inhibitor = -6%

3 compounds from above, arranged by molecular weight, falling.
(32) COc1cc(C(=O)N2CCN(c3cccc(C(F)(F)F)c3)CC2)ccc1OCC(=O)N1CCOCC1
  FEN1 inhibitor = 10%
(43) N#Cc1nc(N2CCCCC2)nc(N(c2ccccc2)c2ccccc2)n1
  FEN1 inhibitor = -4%
(35) Cc1cc([N+](C)(C)C)cc(C)c1/C=C/c1ccnc2ccccc12
  FEN1 inhibitor = 22µM*

The list continues.
(46) OC(CN1CCCCC1)c1ccccc1 (stereo unspecified)
  FEN1 inhibitor = -8%
(47) COc1ccccc1OCCNC(=O)CCNS(=O)(=O)c1ccc(C)cc1
  FEN1 inhibitor = 4%
(48) O=C1OCCN1c1c(-c2ccccc2)c(N2CCOCC2)nc2ccccc12
  FEN1 inhibitor = 17%
(49) Cc1c(NS(=O)(=O)c2cccc(C(=O)NCc3ccco3)c2)c(=O)n(-c2ccccc2)n1C
  FEN1 inhibitor = u
(50) CCOC(=O)N(O)c1ccc(C=Cc2ccccc2)cc1
  FEN1 inhibitor = -10%
(51) Nc1ccccc1C#Cc1ccc([N+](=O)[O-])cc1
  FEN1 inhibitor = 1%
(52) CCCCN1CC(COCc2ccccc2)Oc2cccc(Oc3ccc(OC)cc3)c2S1(=O)=O (stereo unspecified)
  FEN1 inhibitor = 0%
(53) [C-]#[N+][C@H](O[C@@H]1O[C@H](CO)[C@@H](O)[C@H](O)[C@H]1O)c1ccccc1
  FEN1 inhibitor = 3%
(54) C[C@@H]1CN([C@@H](C)CO)C(=O)c2cc(NS(C)(=O)=O)ccc2O[C@@H]1CN(C)Cc1ccc(C(F)(F)F)cc1
  FEN1 inhibitor = 1%
(55) O=C1NC(=O)C(c2ccccc2)N1 (stereo unspecified)
  FEN1 inhibitor = 4%
(56) COc1cc2c(cc1OC)C(O)C(O)(CO)C(C(=O)O)C2c1cc(OC)c(OC)c(OC)c1 (stereo unspecified)
  FEN1 inhibitor = 6%
(57) COc1cnn(-c2cccc(C(F)(F)F)c2)c(=O)c1Cl
  FEN1 inhibitor = -1%
(58) CN1CCN(CCCNc2nc3ccccc3c3nc(-c4ccccc4)nn23)CC1
  FEN1 inhibitor = u
(59) Nc1nc(=O)n(C2CC(O)C(CO)O2)cc1F (stereo unspecified)
  FEN1 inhibitor = 4%
(60) CC(C)Cc1ccc(C(C)C(N)=Nc2ccc(O)cc2)cc1 (stereo unspecified)
  FEN1 inhibitor = 0%

Next part, starting with the last 7 of the part before.
(54) C[C@@H]1CN([C@@H](C)CO)C(=O)c2cc(NS(C)(=O)=O)ccc2O[C@@H]1CN(C)Cc1ccc(C(F)(F)F)cc1
  FEN1 inhibitor = 1%
(55) O=C1NC(=O)C(c2ccccc2)N1 (stereo unspecified)
  FEN1 inhibitor = 4%
(56) COc1cc2c(cc1OC)C(O)C(O)(CO)C(C(=O)O)C2c1cc(OC)c(OC)c(OC)c1 (stereo unspecified)
  FEN1 inhibitor = 6%
(57) COc1cnn(-c2cccc(C(F)(F)F)c2)c(=O)c1Cl
  FEN1 inhibitor = -1%
(58) CN1CCN(CCCNc2nc3ccccc3c3nc(-c4ccccc4)nn23)CC1
  FEN1 inhibitor = u
(59) Nc1nc(=O)n(C2CC(O)C(CO)O2)cc1F (stereo unspecified)
  FEN1 inhibitor = 4%
(60) CC(C)Cc1ccc(C(C)C(N)=Nc2ccc(O)cc2)cc1 (stereo unspecified)
  FEN1 inhibitor = 0%
(61) COc1cc(OC)c(OC)cc1/C=C/C(=O)OCC(=O)Nc1c(C)n(C)n(-c2ccccc2)c1=O
  FEN1 inhibitor = -2%
(62) Cc1cc(/C=C/c2ccccc2)nc2ccccc12
  FEN1 inhibitor = -17%
(63) CCOC(=O)N1CCN(S(=O)(=O)c2ccc3c(c2)NC(=O)CO3)CC1
  FEN1 inhibitor = -3%
(64) Cc1c(NS(=O)(=O)c2cccc(C(=O)NCc3cccc(Cl)c3)c2)c(=O)n(-c2ccccc2)n1C
  FEN1 inhibitor = 7%
(65) CS(=O)(=O)N(CC(=O)N1CCN(c2ccccc2)CC1)c1ccccc1Cl
  FEN1 inhibitor = -7%
(66) COc1cccc(CN(C)C(=O)c2cccc(S(=O)(=O)Nc3cccc(C)c3)c2)c1OC
  FEN1 inhibitor = 5%
(67) COc1cccc(/C=N/n2nnnc2N)c1OCC#N
  FEN1 inhibitor = 15%
(68) COc1ccc(Cl)cc1C=CC=Nc1ccc(S(N)(=O)=O)cc1
  FEN1 inhibitor = -11%
(69) COCCN1C(=O)C(C(=O)OC)CC2=C1CC(C)(C)CC2=O (stereo unspecified)
  FEN1 inhibitor = -1%
(70) COc1cccc(C=NNc2ccc([N+](=O)[O-])cn2)c1OC
  FEN1 inhibitor = 6%
(71) CCCCCCCCCCCCCCCC[N+](C)(C)Cc1ccc(F)cc1
  FEN1 inhibitor = -27%

Screens as filed in PubChem.
